# M4 antag = CHRM4 antagonism in calcium assay. P08173. CHO-hM4 cells, ACh EC80, Fluo-8 calcium fluorescence. inhibition, % at 3 µM. hit rate 0.73% among 360,000. AID 624125;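 active = inhibition above its plate's cutoff, the mean inhibition of sample wells plus 3 SD, cut at about 27% in these data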;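 also: 0% = acetylcholine EC80 with DMSO and 100% = DMSO without agonist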
# Target sequence (P08173 whole entry, looked up): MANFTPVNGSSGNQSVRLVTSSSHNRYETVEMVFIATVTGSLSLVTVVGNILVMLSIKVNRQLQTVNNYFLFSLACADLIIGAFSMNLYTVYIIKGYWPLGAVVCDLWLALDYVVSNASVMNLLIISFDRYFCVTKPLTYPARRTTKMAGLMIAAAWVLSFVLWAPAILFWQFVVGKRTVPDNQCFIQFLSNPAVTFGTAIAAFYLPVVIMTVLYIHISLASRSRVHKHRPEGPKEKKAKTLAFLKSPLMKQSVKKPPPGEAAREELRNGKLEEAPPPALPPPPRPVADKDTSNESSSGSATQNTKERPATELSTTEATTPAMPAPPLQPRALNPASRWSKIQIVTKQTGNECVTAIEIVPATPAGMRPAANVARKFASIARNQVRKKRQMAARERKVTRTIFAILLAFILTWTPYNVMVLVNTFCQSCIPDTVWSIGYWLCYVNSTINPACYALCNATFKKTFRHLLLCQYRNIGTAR
# CHRM1 PAM = human CHRM1 positive allosteric modulation | P11229 | CHO-K1 hM1, Fluo-8 calcium fluorescence, ACh EC20; 0% = ACh EC20, 100% = maximal ACh | activation, % at 3 µM | hit rate 0.088% among 360,000 | AID 588819; in the data active = activation above about 19%, passing the limit was not always enough
# Target sequence (P11229 whole entry, looked up): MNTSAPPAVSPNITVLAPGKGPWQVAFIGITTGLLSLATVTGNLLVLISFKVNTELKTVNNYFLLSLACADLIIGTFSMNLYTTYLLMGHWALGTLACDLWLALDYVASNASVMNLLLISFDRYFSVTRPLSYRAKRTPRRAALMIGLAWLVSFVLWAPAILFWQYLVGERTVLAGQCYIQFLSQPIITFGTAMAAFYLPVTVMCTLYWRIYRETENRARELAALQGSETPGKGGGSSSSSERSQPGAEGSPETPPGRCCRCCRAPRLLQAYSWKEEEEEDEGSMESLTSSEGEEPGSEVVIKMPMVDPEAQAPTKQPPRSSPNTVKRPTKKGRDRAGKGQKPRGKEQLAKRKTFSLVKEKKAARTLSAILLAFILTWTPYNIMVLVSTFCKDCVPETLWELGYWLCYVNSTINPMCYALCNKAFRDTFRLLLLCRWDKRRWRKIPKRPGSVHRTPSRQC
# OXTR potentiate = potentiates the human oxytocin receptor response. CHO-OTR cells, Fluo-8 calcium fluorescence, potentiator mode; 0% = oxytocin EC15, 100% = EC100. hit rate 0.061% among 320,000. AID 2445. activation, % at 3 µM. P30559;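 active = activation above that plate's cutoff, the mean activation of tested compounds plus 3 SD, cut at about 6.6% in these data, passing the limit was not always enough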;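 also: 100% uses oxytocin at 75 nM as the full agonist control; some results filed as inactive read as strong as hits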
#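 Material: human OTR in CHO cells. Compound: 3.0 µM, one dose. Timing: compound 6 min at room temperature before oxytocin, 100 s read. Evaluation: % activation of max/min ratio relative to oxytocin controls. Replication: single well per compound, singlicate. Signal: Fluo-8 calcium dye fluorescence.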
# CHO parental Ca = signal in parental CHO cells, OX1R antagonist counter-screen; parental CHO-K1, ATP-induced calcium, Fluo-8 fluorescence; inhibition, % at 5.6 µM; hit rate 0.63% among 330,000; AID 463079;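 active = inhibition above that plate's mean sample inhibition plus 3 SD, cut at about 26% in these data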;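 also: 0% = ATP-challenged DMSO wells and 100% = DMSO wells without ATP; some compounds past the cut are filed as inactive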
#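 Material: parental CHO cells / Compound: single nominal dose of 5.6 µM per compound / Signal: Fluo-8 fluorescence / Replicates: singlicate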
# CHO-K1 Ca ag = nonselective activator or artifact in parental CHO-K1 cells. Fluo-8 calcium fluorescence; scaled to maximal ATP response, vehicle zero. activation, % at 3 µM. hit rate 0.48% among 360,000. AID 602248; in the data active = activation above about 15%;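 also: untransfected CHO-K1 host cells lacking M1 receptor as counterscreen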
# M4 ag = CHRM4 agonism in calcium assay; hit rate 0.14% among 360,000; P08173; CHO-K1 hM4/Gqi5, Fluo-8 calcium fluorescence; vehicle 0%, full acetylcholine response 100%; activation, % at 3 µM;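 active = activation above the run mean over all test wells plus 3 SD, cut at about 32% in these data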;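 also: peak over basal fluorescence ratio per well then scaled between controls; 0% = DMSO wells and 100% = acetylcholine at EC100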
# CHO-K1 Ca antag = M1 antagonist counterscreen hit in parental CHO-K1 cells; AID 602250; inhibition, % at 3 µM; ATP-induced calcium, Fluo-8 fluorescence; hit rate 0.6% among 360,000;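 active = inhibition above a per-plate cutoff, the plate's mean sample inhibition plus 3 SD, cut at about 24% in these data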;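 also: 0% = DMSO plus EC80 ATP and 100% = DMSO alone without ATP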
# M1 antag = blocks human M1 muscarinic receptor | CHO-K1 hM1, Fluo-8 calcium fluorescence, ACh EC80 antagonist | AID 588852 | inhibition, % at 3 µM | hit rate 1.3% among 360,000;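 active = percent inhibition above its own plate's cutoff, namely the mean of that plate's compound wells plus 3 SD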;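 also: peak over basal fluorescence ratio during 140 s after agonist addition; 0% = ACh EC80 plus DMSO and 100% = DMSO alone without agonist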
# M1 ag = activates human CHRM1 receptor; P11229; CHO-K1 hM1, Fluo-8 calcium fluorescence, agonist mode; 0% DMSO, 100% acetylcholine EC100; activation, % at 3 µM; hit rate 0.33% among 360,000; AID 588814;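 active = activation above the run's mean compound activation plus 3 SD, cut at about 16% in these data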;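 also: peak over basal fluorescence ratio within a 140 s kinetic read after compound addition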
# An asterisk follows results filed as active; . = no result given.
SMILES,M4 antag,CHRM1 PAM,OXTR potentiate,CHO parental Ca,CHO-K1 Ca ag,M4 ag,CHO-K1 Ca antag,M1 antag,M1 ag
CCc1ccccc1NC(=O)c1cc(-c2ccc3c(c2)OCO3)on1,9,4,2,4,0.3,1,-11,-5,-2
CC(NC(=O)c1cccc(F)c1)C(c1cccs1)N1CCN(C)CC1 (stereo not given),-13,2,-1,-7,0.5,1,-14,-1,-6
O=C(CCCn1c(SCC(=O)NCC2CCCO2)nc2ccccc2c1=O)NCC1CCCO1 (stereo not given),6,5,-3,-13,0.1,1,-7,-2,-3
COc1ccccc1S(=O)(=O)N(C)C[C@H]1Oc2ncc(Br)cc2C(=O)N([C@H](C)CO)C[C@H]1C,-8,9,.,.,1.0,1,-9,-8,-8
O=C(CSc1ccccn1)Nc1ccc2c(c1)oc1ccccc12,5,10,-5,-11,0.2,1,6,-8,-8
O=C(NC1CCCCC1)c1cccc2c(-c3ccc(F)c(F)c3)coc12,-5,-2,.,.,-0.1,-1,6,-5,-5
CNS(=O)(=O)c1ccc(CNC[C@H]2O[C@@H](n3cnc4c(=O)[nH]c(N)nc43)[C@H](O)[C@@H]2O)cc1,-7,0,.,.,0.2,0,-14,-11,-4
CC1(C)CC(CC(=O)Nc2ccc([N+](=O)[O-])cc2)C(=O)O1 (stereo not given),12,11,-13,10,0.9,2,-11,-6,-3
Cc1c(C#N)c2n(c1C)CCCC(=O)N2,-13,8,.,.,0.4,0,8,-18,-1
O=C(Cn1cnc2cc([N+](=O)[O-])ccc2c1=O)Nc1ccc(N2CCOCC2)cc1,-3,-4,-6,1,0.4,0,-12,-11,-1
O=C(O)c1ccccc1NC(c1ccccc1)c1ccc2cccnc2c1O (stereo not given),1,6,.,.,1.1,1,-3,-7,-2
CCOC1=C2[C@@H](CN(S(=O)(=O)c3ccccc3C)[C@H]2c2ccc(Cl)cc2)[C@H]2C(=O)N(c3ccccc3)C(=O)[C@H]2C1,0,4,.,.,1.4,0,5,-11,-4
CC1=C(C(=O)Nc2cccc(C(=O)NC(C)c3ccccc3)c2)SCCO1 (stereo not given),-2,3,2,-10,-0.1,0,-4,-4,-2
COc1ccc(NC(=O)CSc2n[nH]c(-c3ccccn3)n2)cc1,-21,15,3,-7,-0.3,1,16,-8,-3
Cn1cccc1-c1cc(C(=O)N/N=C/c2cccc(O)c2)[nH]n1,-1,-2,1,-5,0.2,1,-8,0,-5
COc1ccc(C(C)=O)cc1Cn1c(C)c(C(=O)NCc2ccc(C(C)C)cc2)sc1=O,7,0,.,.,1.8,8,-8,-13,-4
COc1ccc(NC(=O)c2cncc(Br)c2)c(S(=O)(=O)N2CCOCC2)c1,-4,4,3,-9,0.4,2,0,-12,-2
O=C(COc1cccc2ccccc12)NNC(=O)[C@@H]1CCCC[C@@H]1C(=O)O,0,3,-8,-3,-0.2,2,3,-3,-4
Cc1ccc(CNC(=O)CNC(=O)c2ccco2)cc1,-2,11,-9,2,0.7,0,-5,-5,-3
CCN1C(=O)NC2=C(C(=O)c3ccccc32)C1c1ccccc1F (stereo not given),-6,6,-11,-24,-0.4,0,-6,-13,-5
O=C(O)CSc1cc(C(=O)c2ccccc2O)cn2c(=O)c3c(-c4ccccc4)csc3nc12,0,5,-4,-8,0.4,2,-7,-10,-4
Cc1nc(SCCO)c([N+](=O)[O-])[nH]1,-2,20,1,-9,0.3,1,-11,-17,0
Cc1nc(N)sc1C(=O)N/N=C/c1c[nH]c2ccccc12,-7,0,3,-8,-0.1,2,-21,8,-3
COc1cc(/C=N/Nc2ccccc2[N+](=O)[O-])cc(OC)c1O,-14,10,-9,-15,-0.8,-2,-19,-14,-5
CCOC(=O)N1CCN(S(=O)(=O)N2CCCC(C(=O)NCCc3ccc(OC)c(OC)c3)C2)CC1 (stereo not given),-4,6,-12,7,5.5,13,-11,-3,-1
Cc1ccc(SCC(=O)OCC(=O)NCc2cccs2)cc1,-2,2,-2,18,-0.1,1,-9,-2,-4
Cc1ccc(CN2C3CCCC2CC(NC(=O)c2ccc(F)cc2)C3)cc1 (stereo not given),13,-23,-1,-23,1.5,1,-10,23,-8
Cc1cccc(CNC(=O)c2sc(=O)n(Cc3ccccc3C)c2C)c1,-7,4,.,.,0.3,6,9,-2,-2
CC(=O)c1cccc(NC(=O)CN2C(=O)NC3(CCCCCCC3)C2=O)c1,2,-1,-6,-8,0.6,1,-17,2,-4
Cc1ccc(OCc2nc(-c3cccnc3)no2)cc1C,-6,0,4,-19,3.9,7,-1,-9,-5
COc1cc(CCc2ccc3c(c2)OCO3)oc(=O)c1,-8,6,-5,5,0.2,0,2,-10,-7
CN(C(=O)c1cc(COc2ccc(F)cc2Cl)on1)C1CCOC1 (stereo not given),-8,6,.,.,2.8,5,2,-10,0
C/C(=N/NC(=O)c1nnn(-c2nonc2N)c1CSc1ccc(C)cc1)c1ccncc1,4,2,.,.,1.3,3,12,-2,-5
CCCNC(=O)CC(NS(=O)(=O)c1ccc(NC(C)=O)cc1)C(C)C (stereo not given),-8,5,-1,-10,0.3,2,-10,-14,-5
Clc1cccc(-c2cccc3nccn23)c1,-7,7,.,.,3.2,2,-12,-23,-5
COc1ccc(S(=O)(=O)N2CCOC23CCN(S(=O)(=O)c2ccc(C)cc2)CC3)cc1,-8,3,-13,11,2.9,4,3,-1,3
Nc1nc2ccccc2n1CCOc1ccc(Br)cc1,5,9,-15,-6,5.6,7,-12,-12,-2
c1ccc2c(SCc3cn4cccnc4n3)ncnc2c1,2,7,-18,-12,0.1,0,-5,-10,-5
O=C1N(CCCl)c2ccc(Br)cc2C12OCCO2,11,9,-20,-14,-0.2,0,-4,-18,-2
COc1cccc(NC(=S)N2CCC(NC(=O)c3ccco3)CC2)c1,3,6,-11,-6,1.1,2,-13,-1,-5

# Shown with two lines to a compound: 15 of the compounds above
# Each structure is followed by: M4 antag | CHRM1 PAM | OXTR potentiate | CHO parental Ca | CHO-K1 Ca ag | M4 ag | CHO-K1 Ca antag | M1 antag | M1 ag
- Cc1nc(N)sc1C(=O)N/N=C/c1c[nH]c2ccccc12
    -7 | 0 | 3 | -8 | -0.1 | 2 | -21 | 8 | -3
- COc1cc(/C=N/Nc2ccccc2[N+](=O)[O-])cc(OC)c1O
    -14 | 10 | -9 | -15 | -0.8 | -2 | -19 | -14 | -5
- CCOC(=O)N1CCN(S(=O)(=O)N2CCCC(C(=O)NCCc3ccc(OC)c(OC)c3)C2)CC1 (stereo not given)
    -4 | 6 | -12 | 7 | 5.5 | 13 | -11 | -3 | -1
- Cc1ccc(SCC(=O)OCC(=O)NCc2cccs2)cc1
    -2 | 2 | -2 | 18 | -0.1 | 1 | -9 | -2 | -4
- Cc1ccc(CN2C3CCCC2CC(NC(=O)c2ccc(F)cc2)C3)cc1 (stereo not given)
    13 | -23 | -1 | -23 | 1.5 | 1 | -10 | 23 | -8
- Cc1cccc(CNC(=O)c2sc(=O)n(Cc3ccccc3C)c2C)c1
    -7 | 4 | . | . | 0.3 | 6 | 9 | -2 | -2
- CC(=O)c1cccc(NC(=O)CN2C(=O)NC3(CCCCCCC3)C2=O)c1
    2 | -1 | -6 | -8 | 0.6 | 1 | -17 | 2 | -4
- Cc1ccc(OCc2nc(-c3cccnc3)no2)cc1C
    -6 | 0 | 4 | -19 | 3.9 | 7 | -1 | -9 | -5
- COc1cc(CCc2ccc3c(c2)OCO3)oc(=O)c1
    -8 | 6 | -5 | 5 | 0.2 | 0 | 2 | -10 | -7
- CN(C(=O)c1cc(COc2ccc(F)cc2Cl)on1)C1CCOC1 (stereo not given)
    -8 | 6 | . | . | 2.8 | 5 | 2 | -10 | 0
- C/C(=N/NC(=O)c1nnn(-c2nonc2N)c1CSc1ccc(C)cc1)c1ccncc1
    4 | 2 | . | . | 1.3 | 3 | 12 | -2 | -5
- CCCNC(=O)CC(NS(=O)(=O)c1ccc(NC(C)=O)cc1)C(C)C (stereo not given)
    -8 | 5 | -1 | -10 | 0.3 | 2 | -10 | -14 | -5
- Clc1cccc(-c2cccc3nccn23)c1
    -7 | 7 | . | . | 3.2 | 2 | -12 | -23 | -5
- COc1ccc(S(=O)(=O)N2CCOC23CCN(S(=O)(=O)c2ccc(C)cc2)CC3)cc1
    -8 | 3 | -13 | 11 | 2.9 | 4 | 3 | -1 | 3
- Nc1nc2ccccc2n1CCOc1ccc(Br)cc1
    5 | 9 | -15 | -6 | 5.6 | 7 | -12 | -12 | -2

# Remaining list, next part.
SMILES,M4 antag,CHRM1 PAM,OXTR potentiate,CHO parental Ca,CHO-K1 Ca ag,M4 ag,CHO-K1 Ca antag,M1 antag,M1 ag
Cc1cc(NC(=O)c2cn(C3CCCCC3)c(=O)c3c2c2ccccc2n3C)no1,-13,-2,-4,2,-0.1,1,0,-1,-1
Cc1cccc(-n2c(SCC(=O)O)nc3sc4c(c3c2=O)CCCC4)c1,-4,2,-3,-5,-0.1,0,-9,-2,-2
Cc1cc(S(=O)(=O)N2CCOCC2)ccc1OCC(=O)N1CCOCC1,1,14,-3,-8,10,1,5,-6,6
CCc1ccc(NC(=O)C(C)OC(=O)CCC(=O)c2cccs2)cc1 (stereo not given),-15,6,-8,-29,0.6,0,-14,-10,-8
Cc1ccc(C)c(NC(=S)N/N=C2\CCc3ccccc32)c1,5,1,-4,-15,1.6,0,-5,-2,-3
Cc1ccnc(NS(=O)(=O)c2ccc(NC(=O)C34CC5CC(CC(C5)C3)C4)cc2)n1,-16,9,-4,-6,0.0,0,-7,-7,-1
Cn1c(=NC(=O)CS(=O)(=O)c2ccccc2)sc2cc(F)ccc21,-8,7,.,.,2.2,4,-4,-7,-3
Cc1cc(-c2cccs2)n[nH]1,4,2,-3,-12,0.0,0,-3,-29,-3
CC(=O)N1c2c(cc(Br)cc2S(=O)(=O)NCC2COc3ccccc3O2)CC1C (stereo not given),-2,2,-18,-7,2.2,3,-1,1,-1
CCOC(=O)C1=C(COC(=O)Cc2ccc(Cl)cc2)NC(=O)NC1C (stereo not given),1,-14,-7,-15,7.4,21,-6,16,-1
COC(=O)[C@H](CCSC)NC(=O)NCc1ccccc1F,-4,2,-4,-7,0.2,1,-16,-5,-2
CCOC(=O)C(NC(=O)N1CCCCC1)(c1ccccc1)C(F)(F)F (stereo not given),-8,13,-5,-3,0.6,1,-10,-6,3
Cc1ccccc1Nc1scc(-c2ccc(Cl)cc2)[n+]1-c1ccccc1C,1,6,.,.,0.4,0,-16,-10,-10
COc1ccc(-c2nc3cc(C)ccn3c2NCC2CCCO2)cc1OC (stereo not given),-2,5,-11,-10,0.4,0,-8,-15,-3
COc1ccc(-n2nnnc2/C=C\Nc2ccccc2C(=O)c2ccccc2)cc1,2,2,-18,8,-0.1,-1,-8,-6,-2
CCOc1cccc2sc(N(CCCN(C)C)C(=O)c3ccc(S(=O)(=O)N(CC)Cc4ccccc4)cc3)nc12,6,-9,-13,0,6.2,21,0,7,0
c1ccc(CNc2ncnc3sc4c(c23)CCC4)nc1,-7,5,-14,-13,3.2,4,-11,-13,-2
CCC(C)(C)NC(=O)CN(C(=O)CNS(=O)(=O)c1ccccc1)c1ccc2c(c1)OCCO2,-32,9,-9,-8,1.3,2,-18,-14,-4

# Compound activity: PubChem, The Scripps Research Institute Molecular Screening Center

# No enrichment for hits; overall some 2.9% were active at least once.
